NRP1-CendR mod – NRP-1/CendR interaction modulation. inhibition, % at 25 µM. O14786. actives 0.85% (n = 360,000). FAM-RPARPAR peptide binding to NRP-1, fluorescence polarization;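 active = inhibition or corrected inhibition above about 18%, plus a signal ratio from 0.5 to 1.5, limit read from the data, passing the limit was not always enough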; also: strong numbers were not always called active
Neddyl block – cullin neddylation inhibition; TR-FRET cullin neddylation, biochemical; calls only at 25 µM; actives 0.58% (n = 360,000); P61081+Q13564; AID 651699; in the data active = inhibition above about 36%
SKN-1 inh – inhibitors of C. elegans SKN-1. C. elegans VP596 Pgst-4::GFP/RFP ratio, acrylamide-induced, 24 h. inhibition, % at 21.8 µM. actives 0.49% (n = 360,000). AID 624304;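 active = interference check ratio from 0.5 to 1.5 plus GFP to RFP signal ratio inhibition reaching or exceeding a fixed threshold, cut at about 30% in these data, passing the limit was not always enough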; also: some compounds called inactive have numbers as strong as hits
MT1-MMP act inh – inhibitors of human MT1-MMP activation | P50281 | HT1080 RFP-PRO-GFP cells, GFP/RFP ratio fluorescence, overnight; percent of plate control window, DMSO zero | GFP/RFP ratio change, % at 20 µM | actives 0.061% (n = 360,000);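 active = GFP/RFP ratio change of at least 30% with cell ATP level not reduced by more than half and red fluorescence within 50% of control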; also: strong numbers were not always called active
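Compound: 20 µM single dose, 1% DMSO / System: HT1080 RFP-PRO-GFP cells / Controls: DMSO and RFP-L50D-GFP cell wells / Read-out basis: GFP/RFP fluorescence ratio / Schedule: overnight compound exposure at 37 °C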
MsrA act – activates bovine MsrA enzyme. activation, % at 10.6 µM. actives 0.3% (n = 360,000). purified bovine MsrA, absorbance read-out. AID 602163; in the data active = activation above about 7.5%;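 also: 0% = vehicle and 100% = reference activator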
Rin1 Abl inh – blocks binding of human Rin1 to Abl; TR-FRET Rin1/Abl binding, biochemical; actives 0.4% (n = 360,000); inhibition, % at 7.35 µM; in the data active = inhibition above about 5%, passing the limit was not always enough
MLLE-PAM2 inh – blocks PAM2 peptide binding to the PABP1 MLLE domain. P11940. GST-MLLE / FITC-PAM2 fluorescence polarization. inhibition, % at 20 µM. actives 0.36% (n = 360,000). AID 588489; in the data active = inhibition above about 35%, passing the limit was not always enough;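 also: plate controls were DMSO wells with GST-MLLE for no effect and wells lacking GST-MLLE protein for full effect; some results filed as inactive read as strong as hits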
E coli Lon inh – inhibits E. coli Lon protease | P0A9M0 | purified E. coli Lon protease, fluorescence polarization | inhibition, % at 7.94 µM | actives 0.42% (n = 360,000) | AID 602123; in the data active = inhibition above about 13%, passing the limit was not always enough;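 also: 0% = enzyme with probe and DMSO and 100% = no enzyme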
Target sequence (P0A9M0 whole entry, looked up): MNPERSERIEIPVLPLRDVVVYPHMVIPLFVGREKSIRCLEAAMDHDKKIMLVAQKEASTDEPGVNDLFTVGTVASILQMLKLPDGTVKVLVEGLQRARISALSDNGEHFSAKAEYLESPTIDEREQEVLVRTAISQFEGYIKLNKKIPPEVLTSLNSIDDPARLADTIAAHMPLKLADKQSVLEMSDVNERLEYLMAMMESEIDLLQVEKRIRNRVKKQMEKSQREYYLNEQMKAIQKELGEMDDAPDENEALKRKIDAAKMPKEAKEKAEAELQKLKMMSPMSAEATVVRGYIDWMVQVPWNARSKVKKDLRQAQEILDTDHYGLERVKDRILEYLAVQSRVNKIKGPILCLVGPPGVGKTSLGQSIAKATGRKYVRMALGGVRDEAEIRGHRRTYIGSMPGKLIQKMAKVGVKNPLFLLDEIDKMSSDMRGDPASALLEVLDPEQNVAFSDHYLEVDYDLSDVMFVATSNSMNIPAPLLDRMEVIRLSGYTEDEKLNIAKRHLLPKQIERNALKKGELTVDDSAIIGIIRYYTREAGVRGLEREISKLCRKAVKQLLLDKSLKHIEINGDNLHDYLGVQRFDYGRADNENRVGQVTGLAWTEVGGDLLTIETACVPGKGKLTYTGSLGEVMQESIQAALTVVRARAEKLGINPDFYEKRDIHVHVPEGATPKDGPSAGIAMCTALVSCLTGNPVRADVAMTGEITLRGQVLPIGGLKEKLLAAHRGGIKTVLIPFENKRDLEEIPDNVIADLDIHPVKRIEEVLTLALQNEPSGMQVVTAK
FAS-TE inh – FAS thioesterase (human) inhibition | P49327 | recombinant FAS-TE, OMFH fluorogenic substrate, fluorescence endpoint | inhibition, % at 15 µM | actives 0.67% (n = 360,000) | AID 602261;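 active = compounds whose normalised, plate-corrected inhibition of enzyme fluorescence in the single-dose primary screen is 50% or more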;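 also: 0% = DMSO with enzyme and 100% = substrate without enzyme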
Starred values were filed as active, the others as inactive; i = inactive; nt = no result given; + = active, no number. An excerpt; count on the stated rates, not on these rows.

SMILES,Rin1 Abl inh,FAS-TE inh,Neddyl block,SKN-1 inh,MT1-MMP act inh,NRP1-CendR mod,E coli Lon inh,MLLE-PAM2 inh,MsrA act
CCC(=NCC1CCCO1)c1c(O)n(-c2ccc(Cl)cc2)c(=O)[nH]c1=O (stereo not given),2,-7,i,23,7,18,-1,-4,-11
CC(C)NC(=O)Cn1cc(C(=O)c2ccccc2)c2ccccc21,1,-6,i,4,-5,14,-3,5,-13
COc1ccc(C=C2C(=O)N(C)C(=O)N(C)C2=O)cc1COc1ccc(NC(C)=O)cc1,1,-8,i,15,-1,-2,3,-1,-2
CC1CCCCN1Cc1cccnc1 (stereo not given),4,-6,i,6,0,-15,-6,0,-4
C(#CCN1CCOCC1)COC/C=C/c1ccccc1,-4,-1,i,9,2,-2,-2,-3,-2
O=c1c2ccccc2nc(-c2ccco2)n1-c1cccnc1,-3,-4,i,11,3,-13,3,8,-1
COc1ccc(-n2nc(C(=O)NCC(=O)N3CCC4(CC3)OCCO4)c3ccccc3c2=O)cc1OC,3,-5,i,-13,2,0,3,5,-6
O=c1[nH]c(=O)n(Cc2ccccc2Cl)c(O)c1/C=C1/C=CC=N1,-3,-11,i,-3,9,-41,-40,-68,-5
CCOc1cc2c(cc1OCC)-n1cccc1C(c1ccc(F)c(OC)c1)NC2 (stereo not given),0,0,i,-18,5,-2,-8,6,0
CCn1c(O)c(C=NCc2ccccc2)c(=O)[nH]c1=S,7,-8,i,-5,-2,12,-10,-5,-9
Cc1cccc(CN2CCCC(C(=O)c3ccc4c(c3)OCO4)C2)n1 (stereo not given),7,-5,i,9,0,-14,-4,-4,-4
CCOc1ccc2[nH]c(=O)c(CN(CCO)C3(c4nnnn4C4CCCCC4)CCCCC3)cc2c1,-1,-1,+,-18,0,-5,2,25,-9

Some values from the results shown:
MsrA act, COc1ccc(C=C2C(=O)N(C)C(=O)N(C)C2=O)cc1COc1ccc(NC(C)=O)cc1 stands at -2
SKN-1 inh, C(#CCN1CCOCC1)COC/C=C/c1ccccc1 stands at 9

(list continues)
SMILES,Rin1 Abl inh,FAS-TE inh,Neddyl block,SKN-1 inh,MT1-MMP act inh,NRP1-CendR mod,E coli Lon inh,MLLE-PAM2 inh,MsrA act
O=Cc1cn(Cc2ccccc2F)c2ccccc12,3,6,i,13,-9,11,-12,-104,-5
N#C[C@H](O[C@@H]1O[C@H](CO[C@@H]2O[C@H](CO)[C@@H](O)[C@H](O)[C@H]2O)[C@@H](O)[C@H](O)[C@H]1O)c1ccccc1,2,-8,i,10,-4,-2,-8,-5,-1
CCOC(=O)Cn1cc([N+](=O)[O-])nc1[N+](=O)[O-],3,-2,i,-2,3,4,-6,8,3
N#CC1c2ccccc2-n2nncc2CN1S(=O)(=O)c1ccccc1 (stereo not given),10*,-12,i,-8,1,3,-1,21,-9
c1ccc(C2CC2)c(OCC2=NCCN2)c1,2,0,i,-4,10,-13,-10,-4,-9
CCN(CC)c1ccc(C=C2C(=O)N(C)C(=S)N(C)C2=O)o1,-7,-22,i,38*,-107,-41,-162,-128,-6
COC(=O)C(O)(c1ccc(NC(=O)c2ccco2)c(OC)c1)C(F)(F)F (stereo not given),-3,-8,i,-10,6,-6,-7,6,-7
NCCc1ccc(S(N)(=O)=O)cc1,1,-9,i,8,-1,10,1,-2,-2
COc1cc2c3cc1Oc1cc(ccc1O)C[C@@H]1c4c(cc(OC)c(O)c4Oc4cccc(c4)C[C@@H]3N(C)CC2)CC[N+]1(C)C,0,1,i,-2,1,-17,-4,-12,0
CC[C@H]1CN2CCC1C[C@@H]2[C@H](O)c1ccnc2ccc(OC)cc12 (stereo not given in full),2,2,i,7,-2,-2,-1,-12,-1
COc1ccc(OC(=O)N(C)C[C@@H]2OCc3cnnn3CCCC(=O)N([C@@H](C)CO)C[C@@H]2C)cc1,0,-6,i,-13,5,6,-5,1,-1
COc1cc(C(=O)Nc2ccc(Br)cc2C(=O)c2ccccc2)cc(OC)c1OC,0,-3,i,5,1,9,0,6,2

The list goes on (3 carried over from the part before).
SMILES,Rin1 Abl inh,FAS-TE inh,Neddyl block,SKN-1 inh,MT1-MMP act inh,NRP1-CendR mod,E coli Lon inh,MLLE-PAM2 inh,MsrA act
CC[C@H]1CN2CCC1C[C@@H]2[C@H](O)c1ccnc2ccc(OC)cc12 (stereo not given in full),2,2,i,7,-2,-2,-1,-12,-1
COc1ccc(OC(=O)N(C)C[C@@H]2OCc3cnnn3CCCC(=O)N([C@@H](C)CO)C[C@@H]2C)cc1,0,-6,i,-13,5,6,-5,1,-1
COc1cc(C(=O)Nc2ccc(Br)cc2C(=O)c2ccccc2)cc(OC)c1OC,0,-3,i,5,1,9,0,6,2
O=C(COc1ccc(Br)cc1)N1CCN(Cc2c[nH]c3ccccc23)CC1,-3,10,i,-4,-3,-6,-5,5,-7
CC(=O)C1CCC2C3CCC4CC(O)CCC4(C)C3CCC12C (stereo not given),0,15,i,-3,7,-9,-2,-21,-9
COC(=O)C(O)(c1c[nH]c2ccccc12)C(F)(F)F (stereo not given),-1,-1,i,17,1,8,-18,-5,2
Cc1ccc(OP(=O)(NCc2ccccc2)Oc2ccc(C)cc2)cc1,-4,27,i,3,-9,2,-8,-2,-1
O=c1[nH]c(=O)n(-c2ccccc2Cl)c(O)c1C=NCCN1CCCCC1,1,-4,i,-1,4,5,6,0,1
Cc1ccc(S(=O)(=O)Oc2ccccc2C=C2C(=O)N(C)C(=O)N(C)C2=O)cc1,-2,-4,i,4,1,-5,4,20,-6
Fc1cccc(-c2ccc3c(c2)CN(c2cccc(Cl)c2)Cc2cnnn2-3)c1,2,31,i,17,3,-3,3,-15,-9
Cn1cnc(CCN)c1,3,-2,i,5,2,0,1,3,-1
CC(=CCOc1ccc2ccc(=O)oc2c1)C1=CC(=O)C(C)(C)O1,-1,-4,+,8,-1,-3,6,-6,1
Cc1cc(C(=O)CS(=O)(=O)c2ccccc2)cc(C)c1OC(=O)N(C)C,2,-4,i,6,3,2,0,-2,-3
Cc1cccc(NP2(=O)NCCCN2)c1,4,-5,i,10,2,12,-7,-4,-2
CC(=O)N1CC(=O)Nc2ccc(C)cc2C1c1ccccc1 (stereo not given),1,-10,i,23,-3,0,-4,-2,-1

More compounds follow:
SMILES,Rin1 Abl inh,FAS-TE inh,Neddyl block,SKN-1 inh,MT1-MMP act inh,NRP1-CendR mod,E coli Lon inh,MLLE-PAM2 inh,MsrA act
COC(=O)C(O)(c1ccc(N(C)C(=O)COc2ccccc2)cc1)C(F)(F)F (stereo not given),0,-7,i,7,0,16,1,18,-3
Cc1ccc(N2C(=O)/C(=C/N3CCN(C(=O)c4ccco4)CC3)C(=O)NC2=S)cc1C,1,-3,i,9,-13,-40,-48,-92,-6
COc1ccc(Br)cc1CN1CCN(C(=O)Cc2ccccc2)CC1,1,-2,i,-3,4,22,8,1,1
CCCc1cc(=O)oc2cc(OCC(=O)N3C[C@H]4C[C@@H](C3)c3cccc(=O)n3C4)ccc12,2,-3,i,-4,-4,-9,7,6,-2
COc1ccc(C2C(C#N)=C(N)Oc3c2c(=O)oc2ccccc32)cc1Cn1cc([N+](=O)[O-])cn1 (stereo not given),1,27,i,13,0,-13,-10,7,-2
C=CCn1c(O)c(C(CC)=NCCc2c[nH]c3ccccc23)c(=O)[nH]c1=O,-2,4,i,-14,3,0,0,12,-4
COc1cc2c(C(=O)N3CCN(C)CC3)c(C)n(C)c2cc1Br,3,-4,i,0,-2,3,20*,31,-2
CC1=C2C(=O)C3C(CC=C4CC(OC5OC(O)C(O)C(O)C5CO)CCC43C)C2CCC12OC1CC(C)CNC1C2C (stereo not given),-4,-4,i,5,6,-4,-12,3,-2
CC(C)c1ccc(C(c2c(O)c3ccccc3oc2=O)c2c(O)c3ccccc3oc2=O)cc1,1,45,i,-4,1,-31,-13,3,-5
CCC1(CC(C)C)C(=O)NC(=S)NC1=O,1,-6,i,15,0,-6,11,23,-1
CN(C)c1ccc(/C=C2\C(=O)NC(=O)N(Cc3ccc(F)cc3)C2=O)cc1,-1,-4,i,34,15,-42,-58,-65,-3
Cc1sc2c(c1C)C(c1cccs1)=NCC(=O)N2CC(=O)NCc1cccs1,2,1,i,-2,-3,3,-5,11,-2

Next records:
SMILES,Rin1 Abl inh,FAS-TE inh,Neddyl block,SKN-1 inh,MT1-MMP act inh,NRP1-CendR mod,E coli Lon inh,MLLE-PAM2 inh,MsrA act
O=c1[nH]c(O)c(N=Nc2ccc3c(c2)OCCO3)c(=O)[nH]1,-4,-2,i,17,-6,-48,1,-37,-4
CCN(CC)c1ccccc1,0,-1,i,-5,5,-5,0,17,-4
O=Cc1c(C(=O)O)n(Cc2ccccc2Cl)c2ccccc12,1,-2,i,2,-10,5,-1,-7,-2
CCC/C(=N\O)c1c[nH]c2ccccc12,1,-15,i,6,6,-18,-2,1,0
Cc1ccc(/C=C2\C(=O)NC(=S)N(c3ccc(F)cc3)C2=O)o1,5,-10,i,3,-10,-182,-32,-18,-12
O=C(c1cc(-c2cccnc2)nc2ccccc12)N1CCC2(CC1)OCCO2,0,-10,i,4,-3,6,1,-6,-2
Cn1c(O)c(C=Nc2ccc(Cl)cc2)c(=O)n(C)c1=O,-1,1,i,20,1,-4,-6,4,-2
CN(C)CCSC1c2ccccc2CSc2ccccc21 (stereo not given),1,0,i,-10,-9,5,6,17,-2
COc1ccc(Cn2c(O)c(/C=N/NC(=O)c3ccccc3)c(=O)[nH]c2=O)cc1,-1,4,nt,3,5,-30,-10,-30,-8
O=P(Oc1ccccc1)(N1CCOCC1)N1CCOCC1,4,-11,i,-9,4,6,-5,-14,-4
CCCCc1ccc(NC2=NCCCS2)cc1,0,-19,i,-10,3,12,-1,-26,2
C[n+]1c(-c2ccccc2)cc(CCCCc2cc(-c3ccccc3)[n+](C)c(-c3ccccc3)c2)cc1-c1ccccc1,-2,-9,i,10,2,-35,-17,-18,0

(list continues)
SMILES,Rin1 Abl inh,FAS-TE inh,Neddyl block,SKN-1 inh,MT1-MMP act inh,NRP1-CendR mod,E coli Lon inh,MLLE-PAM2 inh,MsrA act
CCC1(CCc2ccncc2)C(=O)NC(=O)NC1=O,-4,-4,i,27,-1,3,-2,-9,-1
C1CCCN(C2CCNCC2)CC1,-1,-6,i,-7,-3,-3,3,-2,-2
CN(C(=O)c1ccco1)C1(c2ccccc2Cl)CCCCC1=O (stereo not given),-2,-6,i,-15,4,10,-2,-1,2
CN(C)C1(c2nnnn2-c2ccc(Cl)cc2)CCCCC1,-3,6,i,-3,-2,-6,3,2,0
FC(F)(F)c1ccccc1CCN1CCNCC1,2,-5,i,8,-1,-8,-3,-9,-4
CN1CCCN(C(=O)COc2ccc(F)cc2Cl)CC1,-4,-2,i,-45,-1,3,-2,3,-1
O=C1NCN(c2ccccc2)C12CCN(C(c1ccnc3ccccc13)c1nnnn1C1CCCCC1)CC2 (stereo not given),-4,5,i,14,2,4,-4,-12,-1
COCCCNP1(=O)OCC(C)([N+](=O)[O-])CO1 (stereo not given),-1,-2,i,12,4,0,0,2,0
COC(=O)C1=C(c2ccccc2)C[C@@H]2CC[C@H]1N2C(=O)N1CCC(O)CC1,4,-5,i,-1,1,6,1,3,0
Cc1ccccc1-n1c(O)c(/C=C2/C(c3ccccc3)=Nc3ccccc32)c(=O)[nH]c1=O,-2,-5,i,16,-7,-29,-8,-30,-6
COc1cccc(-n2c(=S)[nH]c3ccccc3c2=O)c1,0,-5,i,4,-1,-9,-5,7,-4
CC(=O)OC1N=C(c2ccccc2)c2cc(C)ccc2NC1=O (stereo not given),0,-6,i,4,-1,-16,-6,-3,-4
COc1ccc(-n2nnnc2C(CCc2ccccc2)N2CCC(n3c(=O)[nH]c4ccccc43)CC2)cc1 (stereo not given),5,38,i,-4,-21,4,-3,-7,-5
COc1cc(C=C2C(=O)NC(=O)NC2=O)ccc1O,4,-4,i,0,2,11,5,22,0
CCC(C)N1C(=O)/C(=C\c2cnc(N(C)C)nc2)C(=O)NC1=S (stereo not given),-2,-6,i,12,0,2,-9,6,-3
